Bioassay records from PubChem.
PKA-R2B act: activators of PKA-R2B holoenzyme, primary screen, biochemical, fluorescence polarization, Cy5-IP20, human; cAMP-dependent protein kinase catalytic subunit beta (Homo sapiens) + cAMP-dependent …; activation, % at 11.4 µM; PKA-R2B holoenzyme dissociation; R2B truncated from residue 108, S112A mutant; 0% DMSO only, 100% 113 µM cGMP; 0.079% of 340,000 active; AID 504700, 2011;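 active = activation above a cutoff set at the mean over all compounds plus 3 SD, cut at about 18% in these data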;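 note: higher means more holoenzyme dissociation and a rise in polarization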
Target sequence (P31323 whole entry, looked up, other chains not shown, the tested form may be a part): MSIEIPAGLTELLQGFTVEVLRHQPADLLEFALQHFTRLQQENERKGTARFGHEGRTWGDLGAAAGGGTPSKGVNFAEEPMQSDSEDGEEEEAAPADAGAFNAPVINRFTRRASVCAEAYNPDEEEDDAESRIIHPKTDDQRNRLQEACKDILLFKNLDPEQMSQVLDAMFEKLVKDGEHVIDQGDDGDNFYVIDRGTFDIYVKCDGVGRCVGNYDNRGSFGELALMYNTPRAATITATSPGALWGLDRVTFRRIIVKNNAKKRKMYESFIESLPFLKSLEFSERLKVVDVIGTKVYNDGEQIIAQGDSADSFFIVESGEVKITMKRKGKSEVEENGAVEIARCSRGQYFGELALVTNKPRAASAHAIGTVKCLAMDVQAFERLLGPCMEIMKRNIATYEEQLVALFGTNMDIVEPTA
SR-BI uptake up: activators of SR-BI mediated DiI-HDL uptake, primary screen, ldlA[mSR-BI] CHO cells, DiI fluorescence; 3 h; 100 = double the neutral-control signal; activation, % at 12.5 µM; 0.096% of 320,000 active; AID 504775, 2011;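 active = mean replicate activation of at least 60% and every replicate at or above 60%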;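 note: 0% = median plate neutral-control signal and 100% = twice that signal; values of inactives mirror those of a sister screen read the other way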
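Material: SR-BI-overexpressing, LDLR-lacking CHO cells; schedule: compound exposure 3 h, 37 °C; reagent: DiI-labelled HDL at 10 µg/mL final; technique: bottom-read fluorescence, 550/595 nm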
DAGLB inh: DAGLB lipase inhibitors, primary screen, biochemical, fluorescence, HTS; HEK293T DAGLB membrane lysate, EnzChek fluorogenic substrate; AID 504411, 2011; 0.059% of 340,000 active; Diacylglycerol lipase-beta (Homo sapiens), Q8NCG7; inhibition, % at 5.17 µM; in the data active = inhibition above about 34%;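 note: 0% = enzyme with vehicle and 100% = wells lacking enzyme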
Arr AP2 block: inhibitors of beta-arrestin/AP2 binding, primary screen, biochemical, GPCR trafficking, flow cytometry; FITC-arrestin peptide / GST-AP2 beads; AP2 beta2 appendage carries R879A mutation; inhibition, % at 10 µM; 0.31% of 340,000 active; AID 504490, 2011;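 active = inhibition above a set limit, near 3 SD of compounds lacking own fluorescence, cut at about 54% in these data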;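 note: plate controls were DMSO wells for no effect and 5 µM unlabelled arrestin peptide for full effect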
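Material – GST-tagged AP2 beta2-adaptin appendage (R879A) on 4 µm glutathione beads · Probe or stimulus – fluorescein-tagged arrestin peptide at 50 nM final · Timing – 12 min plus 1 h, RT · Detection – bead flow cytometry, FITC channel · Read-out basis – inhibition as reduced fluorescein signal on beads, percent · Medium – PBS plus Tween 20 (0.05%) and BSA (0.1%)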
NSD2 HMT inh: NSD2 histone methyltransferase inhibitors, primary screen, biochemical, AlphaScreen, single concentration, set 2; NSD2 peptide methylation, 120 min; 0.54% of 310,000 active; inhibition, % at 12.5 µM; in the data active = inhibition above about 50%
SR-BI DiI inh: inhibitors of SR-BI mediated HDL lipid uptake, primary screen, ldlA[mSR-BI] cells, fluorescence, single point; 0.96% of 320,000 active; Scavenger receptor class B member 1 (Mus musculus), Q61009; inhibition, % at 12.5 µM; ldlA[mSR-BI] CHO cells, DiI-HDL uptake fluorescence, 3 h;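 active = mean replicate inhibition of at least 70% and a set share of replicates each scoring 70 or more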;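 note: 0% = median of neutral control wells and 100% = median of positive control wells; values of inactives mirror those of a sister screen read the other way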
Target sequence (Q61009 whole entry, looked up): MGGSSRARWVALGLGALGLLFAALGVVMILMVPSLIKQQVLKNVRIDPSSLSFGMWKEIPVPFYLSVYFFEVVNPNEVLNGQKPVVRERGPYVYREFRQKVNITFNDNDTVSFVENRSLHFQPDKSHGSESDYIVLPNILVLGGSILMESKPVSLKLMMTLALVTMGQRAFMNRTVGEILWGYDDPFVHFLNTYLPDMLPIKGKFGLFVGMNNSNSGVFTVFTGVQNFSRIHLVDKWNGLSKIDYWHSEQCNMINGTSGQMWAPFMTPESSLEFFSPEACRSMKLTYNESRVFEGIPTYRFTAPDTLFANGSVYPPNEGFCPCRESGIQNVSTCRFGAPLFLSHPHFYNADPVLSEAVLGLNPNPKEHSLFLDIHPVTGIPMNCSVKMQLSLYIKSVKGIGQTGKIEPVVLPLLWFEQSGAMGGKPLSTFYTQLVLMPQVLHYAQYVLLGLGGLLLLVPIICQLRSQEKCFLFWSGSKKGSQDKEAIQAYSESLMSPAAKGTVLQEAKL
PvdQ inh: P. aeruginosa PvdQ acylase inhibitors, primary screen, biochemical, fluorescence, plate reader and imaging, single point | PvdQ acylase [Pseudomonas aeruginosa LESB58] | inhibition, % at 10 µM | purified PvdQ acylase | AID 488965, 2010 | 0.063% of 340,000 active; in the data active = inhibition above about 30%, passing the limit was not always enough;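 note: 0% = vehicle neutral wells and 100% = reference inhibitor wells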
C-LANA FP: inhibitors of KSHV C-LANA binding to DNA, primary screen, biochemical, fluorescence polarization, FAM-LBS DNA, MBP-C-LANA, single point | 0.078% of 340,000 active | AID 504423, 2011 | inhibition, % at 9 µM;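 active = highest replicate inhibition at or above 60% at 9 µM, even if other replicates fall short; inactive = all replicates below 60% inhibition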;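 note: 0% = neutral control wells and 100% = 4 µM acridine orange control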
Keap1-Nrf2 PPI: Keap1-Nrf2 protein-protein interaction inhibitors, primary screen, biochemical, fluorescence polarization, single point | Kelch-like ECH-associated protein 1 (Homo sapiens), Q14145 | Keap1 Kelch-Nrf2 peptide fluorescence polarization, 1536-well | inhibition, % at 9.4 µM | 0.15% of 340,000 active | AID 504523, 2011; in the data active = inhibition above about 12%;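 note: human Keap1 Kelch domain with fluorescein labeled Nrf2 9mer peptide probe; 0% = neutral control wells and 100% = peptide positive control; higher means more block of Keap1 binding to Nrf2 peptide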
RTF Ca sens inh: cardiac RTF calcium sensitivity inhibitors, primary screen, biochemical, IANBD-TnC fluorescence, EC70 calcium; Troponin I, cardiac muscle (Homo sapiens) + Troponin T, cardiac muscle (Homo sapiens) + …; IANBD-labeled cardiac RTF, Ca2+ fluorescence; inhibition, % at 7.15 µM; 0.12% of 340,000 active; AID 493244, 2011;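 active = inhibition above the mean inhibition of all tested compounds plus 3 SD, cut at about 17% in these data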;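 note: assay run at fixed EC70 calcium of 1.6 mM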
* hit, by the source's call; . = no result given. Compounds were not picked by outcome. Share with any hit: about 2.1%.

Every second line gives: C-LANA FP, Keap1-Nrf2 PPI, PKA-R2B act, SR-BI DiI inh, PvdQ inh, RTF Ca sens inh, DAGLB inh, SR-BI uptake up, NSD2 HMT inh, Arr AP2 block
1: Cc1cccc(NC(NC(=O)c2cccnc2)C(Cl)(Cl)Cl)c1 (stereo not drawn)
    0.7, 0, 4, 7, -1, -5, 1, -7, -4, 23
2: COc1ccc(N(C)C(=O)c2ccc3nc(-c4ccccc4)c(-c4ccccc4)nc3c2)cc1
    -0.6, -1, -8, -2, 0, 2, -1, 2, 5, 22
3: COc1cccc(CSc2nc(N)cc(N)n2)c1
    -1.0, -6, -3, 21, -8, -16, 0, -21, 0, -16
4: NC(=O)CC(NC(=O)Cc1cccc2ccccc12)c1ccc(NCCc2cccc(F)c2)c([N+](=O)[O-])c1 (stereo not drawn)
    0.2, -6, -13, -10, -20, -4, 13, 10, ., -10
5: O=C(c1nc2ccccc2[nH]1)c1ccccc1[N+](=O)[O-]
    -0.7, -4, 3, 8, 2, 2, 2, -8, 4, 1
6: CC1=NN(C(C)C)C(=O)C1
    0.3, 4, 11, -19, -6, -11, 0, 19, -2, 19
7: O=C(O)Cc1csc(Nc2cccc(Cl)c2)n1
    -0.9, 1, -4, 11, -5, -8, 1, -11, 2, 8
8: Oc1ccccc1OCCOc1ccccc1OCCOc1ccccc1O
    -0.1, 4, -6, 67, -6, 10, -3, -42, 2, 2
9: CC1(C)Cc2nc3sc4c(=O)n(CC(N)=O)cnc4c3cc2CO1
    2.3, -1, 0, -18, -3, 5, -5, 30, 0, -15
10: CCOC(=O)c1cccc(NC(=O)C2CCCN(S(=O)(=O)c3cnc[nH]3)C2)c1 (stereo not drawn)
    0.7, -3, 0, 19, -10, 1, -1, -19, ., 14
11: O=c1[nH]c(SCc2ccccc2)nc2[nH]ncc12
    1.3, -5, 0, 2, -17, -8, 1, -2, 1, -2
12: CC(=O)c1ccc(OCC(=O)Nc2ccc3nc(C)sc3c2)cc1
    0.2, 2, -11, -2, -6, 5, 1, 2, -6, -26
13: O=C(O)CC(C(=O)Nc1ccc(Cl)cc1)N1CCCCCC1 (stereo not drawn)
    1.5, 2, -7, -5, 11, -5, 2, 5, 1, -1
14: CCCCc1cc(=O)oc2cc(OC(C)C(=O)NCCN3CCOCC3)c(Cl)cc12 (stereo not drawn)
    0.9, -6, 4, 9, 6, -6, 1, -9, 8, -8
15: O=C(NCC(=O)N1CCCCCC1)c1ccc(Cl)cc1
    0.9, 2, 8, -34, -10, -9, 2, 34, -2, 24
16: C[C@H](O)[C@@H](C(=O)N1CCN(C(=O)OC(C)(C)C)CC1)n1cc(CCCCNC(=O)OC(C)(C)C)nn1
    2.3, -1, -10, 10, 0, -4, 0, -2, ., -1
17: Cc1[nH]c(=S)[nH]c(=O)c1Cc1ccc(OCC(C)C)cc1
    2.6, -2, 5, -21, -5, -6, -3, 21, 1, -5
18: COCCOc1cc(NC(=O)c2sccc2Oc2ccc([N+](=O)[O-])cc2F)c(Cl)cc1Cl
    -0.5, -2, 1, 4, -7, -1, -2, -4, 0, 17
19: CCC(C)(C(=O)NC1CCCCC1)N(C(=O)C1CCC(=O)N1)c1ccc(C)cc1 (stereo not drawn)
    0.3, -8, -8, 10, -14, -2, 0, -10, ., -2
20: CCCOC(=O)C1=C(C)NC(=O)NC1c1cc2c(cc1Br)OCO2 (stereo not drawn)
    -1.2, -6, 8, ., -13, -4, 3, ., -1, -8
21: Cc1ccc(NS(=O)(=O)c2ccc(C(=O)OCC(=O)NCC3CCCO3)cc2)cc1 (stereo not drawn)
    -2.4, -2, 2, -8, -5, 4, -2, 8, 1, -13
22: O=C(NCCCl)Nc1cccnc1Cl
    0.9, -1, 7, -2, -7, 2, 0, 2, 1, 14
23: O=C(O)C1CC=CCC1C(=O)Nc1cccc([N+](=O)[O-])c1 (stereo not drawn)
    -0.6, -5, 10, -12, -4, 6, 1, 12, -3, 35
24: N/C(=N\O)C1COc2ccccc2O1 (stereo not drawn)
    -0.7, 0, 3, -3, 3, -3, -3, 3, -7, 20
25: Cc1cccc(-c2nc3c(c(SCC(=O)N(C)C)n2)CCCC3)c1
    0.3, -3, -17, 6, -6, 5, -4, -6, -7, 4
26: Cc1ccccc1NC(=O)N1C2CCCC1CC(NC(=O)C(C)(C)C)C2 (stereo not drawn)
    1.7, 1, 1, 2, -2, -5, -1, -2, 13, 17
27: Cc1ccc2[nH]c(=O)c(CN(Cc3cccnc3)Cc3nnnn3CCN3CCOCC3)cc2c1
    1.0, -9, 0, -8, -14, 5, 2, 8, ., -8
28: O=C(CCN1C(=O)C2C3CCC(C3)C2C1=O)OCC(=O)c1ccc(Br)cc1 (stereo not drawn)
    -1.4, -2, 3, -28, -3, -8, -3, 28, 0, -17
29: CN1CC(=O)N2Cc3[nH]c4ccccc4c3C[C@H]2C1=O
    4.1, -3, 1, -5, -14, -7, 1, 5, -2, 5
30: CCCc1cc(=O)oc2c(C)c(O)c(CN3CCCCC3)cc12
    1.2, 3, 1, 10, -34, 1, -2, -10, 3, 9
31: O=C1C=C(c2ccccc2)CC(c2ccc(F)cc2)C1 (stereo not drawn)
    0.4, -1, 2, 6, 11, 3, -4, -6, ., 1
32: COc1ccc(Cl)cc1C(=O)OCC(=O)N(CC(C)C)c1c(N)n(Cc2ccccc2)c(=O)[nH]c1=O
    -0.8, -3, 0, 19, -10, -3, 2, -19, 0, -36
33: Cc1ccccc1NC(=O)CSc1nn2c(=O)c(C)nnc2s1
    0.9, -4, 2, -3, 2, 1, -2, 3, -4, -8
34: Cc1cccc(N2C(=O)/C(=C\c3ccc(C(=O)O)cc3)c3ccccc3C2=O)c1
    -0.6, 2, 0, -5, -13, -2, -2, 5, 26, 11
35: C=CCNC(=O)c1ccc2c(c1)S(=O)(=O)c1ccccc1C2=O
    0.7, 3, -10, -2, -6, -4, -1, 2, ., 2
36: CN1c2ccccc2C(C)(C)C12C=Nc1c(ccc3ccccc13)O2 (stereo not drawn)
    -0.1, 8, -4, -7, 2, -2, 3, 7, -1, 31
37: COc1ccc(-c2nc(C#N)c(N3CCN(c4ccccc4)CC3)o2)cc1
    3.2, -1, -8, -8, -6, -2, -2, 8, ., -3
38: COc1ccc(NC(=O)CSc2nc(O)cc(=O)n2-c2ccccc2)cc1
    -1.1, 0, -6, -26, 4, 8, 4, 26, -2, 34
39: Cc1cccc(S(=O)(=O)c2c(C)cc(C)nc2Cl)c1
    2.7, -4, 4, 47, -3, -4, 0, -47, -1, -6
40: COc1cc(/C=C/C(=O)Oc2coc(CSc3ncccn3)cc2=O)cc(OC)c1OC
    0.3, -2, -1, -2, 2, -2, -3, 2, -7, 31

Grouped by structure, the entries above containing a thiophene ring, fused or not
Every second line gives: C-LANA FP, Keap1-Nrf2 PPI, PKA-R2B act, SR-BI DiI inh, PvdQ inh, RTF Ca sens inh, DAGLB inh, SR-BI uptake up, NSD2 HMT inh, Arr AP2 block
9: CC1(C)Cc2nc3sc4c(=O)n(CC(N)=O)cnc4c3cc2CO1
    2.3, -1, 0, -18, -3, 5, -5, 30, 0, -15
18: COCCOc1cc(NC(=O)c2sccc2Oc2ccc([N+](=O)[O-])cc2F)c(Cl)cc1Cl
    -0.5, -2, 1, 4, -7, -1, -2, -4, 0, 17

An excerpt from above in order of their number in C-LANA FP, falling:
item	molecule	C-LANA FP	Keap1-Nrf2 PPI	PKA-R2B act	SR-BI DiI inh	PvdQ inh	RTF Ca sens inh	DAGLB inh	SR-BI uptake up	NSD2 HMT inh	Arr AP2 block
35	C=CCNC(=O)c1ccc2c(c1)S(=O)(=O)c1ccccc1C2=O	0.7	3	-10	-2	-6	-4	-1	2	.	2
40	COc1cc(/C=C/C(=O)Oc2coc(CSc3ncccn3)cc2=O)cc(OC)c1OC	0.3	-2	-1	-2	2	-2	-3	2	-7	31
38	COc1ccc(NC(=O)CSc2nc(O)cc(=O)n2-c2ccccc2)cc1	-1.1	0	-6	-26	4	8	4	26	-2	34

The list goes on.
Every second line gives: C-LANA FP, Keap1-Nrf2 PPI, PKA-R2B act, SR-BI DiI inh, PvdQ inh, RTF Ca sens inh, DAGLB inh, SR-BI uptake up, NSD2 HMT inh, Arr AP2 block
41: Cc1cccc(C2=NN(c3ccccc3)[C@H](CO)[C@H]2c2ccc(F)cc2)c1
    -4.2, 3, -4, 14, -3, -3, -4, -14, ., 10
42: CCN(CC)S(=O)(=O)c1cccc(C(=O)N/N=C/c2ccc([N+](=O)[O-])o2)c1
    -1.1, 1, -2, 25, -2, 0, 4, -25, -1, 7
43: Cc1ccccc1OCC(=O)N(Cc1nc(-c2ccccc2)no1)C(C)C
    -0.3, 3, -2, 37, -7, -11, -10, -37, -5, -5
44: CCn1cc(C(=O)NC2CCCCCC2)c2cc(OC)c(OC)cc2c1=O
    0.2, 2, -7, -12, -16, -7, 0, 12, ., -2
45: O=C1NCCN1Cc1ccccc1F
    0.6, 0, 9, -4, -7, -9, -2, 4, -2, 3
46: COc1ccc(S(=O)(=O)NNC(=O)c2ccc([N+](=O)[O-])cc2)cc1
    -1.7, -5, 8, -1, -22, -10, -4, 1, -2, 6
47: CCN(CC)CCC/C(=N\O)C(O)(c1ccccc1)c1ccccc1
    -1.2, 1, 6, 0, -4, -15, 0, 0, 2, 2
48: CC(CNC(=O)c1ccccc1[N+](=O)[O-])NC(=O)c1ccccc1[N+](=O)[O-] (stereo not drawn)
    -0.3, -2, -3, ., 7, -7, 1, ., -2, -7
49: CC1=C(C(=O)NC2CCC(C)CC2)C2(CCC(C)CC2)OC1=O (stereo not drawn)
    1.9, 0, 7, -12, -12, -7, -2, 12, ., -6
50: Cn1ncc2c(NNC(=O)Cc3ccccc3)ncnc21
    -0.1, -2, 2, -12, -11, -3, 0, 12, -4, -2
